# D3 antag: qHTS of D3 Dopamine Receptor Antagonist: qHTS; AID 652054, 2013; D(3) dopamine receptor (Homo sapiens), P35462; hit rate 2.5% among 360,000; max response, negative = inhibition, %; D3R cells, DiscoveRx beta-arrestin luminescence, antagonist mode; hits give low values; in the data active = max response below about -50%; inconclusive = no clear call, values can overlap the other calls; also: % is scaled to controls: 0 for no effect and ±100 for the full control effect; mostly tested at two doses, the higher about 12 µM
# Target sequence (P35462 whole entry, looked up): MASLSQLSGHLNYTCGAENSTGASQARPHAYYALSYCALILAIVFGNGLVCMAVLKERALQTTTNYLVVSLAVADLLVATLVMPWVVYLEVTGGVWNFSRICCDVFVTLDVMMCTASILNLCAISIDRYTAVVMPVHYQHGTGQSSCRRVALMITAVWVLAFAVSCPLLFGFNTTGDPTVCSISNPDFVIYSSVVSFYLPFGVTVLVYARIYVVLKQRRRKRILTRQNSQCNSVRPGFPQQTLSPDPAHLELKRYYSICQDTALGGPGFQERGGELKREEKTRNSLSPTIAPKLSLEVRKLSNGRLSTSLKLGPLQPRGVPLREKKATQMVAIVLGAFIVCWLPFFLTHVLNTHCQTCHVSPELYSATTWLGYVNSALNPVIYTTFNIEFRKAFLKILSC
#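 Cells plated overnight at 1500 cells/well, then exposed to library compounds with dopamine controls for 90 minutes at 37 degrees C. DiscoveRx reagent added for 30–60 minutes at room temperature; luminescence read, quantitative HTS format.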
# PTHR1 agonist: qHTS for PTHR1 Agonists: Primary Screen; hit rate 0.075% among 410,000; HEK293 GP2 PTHR1 cells, GloSensor cAMP luminescence, 1 h; Potency, µM (top dose mostly 115 µM), for inactives: at the top dose activation, usual class: activators; Parathyroid hormone/parathyroid hormone-related peptide receptor (Homo sapiens), Q03431; AID 743266, 2014; also: potency is read from the fitted curve at half-maximal effect; nearly all actives have a fitted effect of over 55% in size; some results filed as inactive show a strong effect at the top dose; inactives centre near -15; many of its hits are not listed in these tables
# Target sequence (Q03431 whole entry, looked up): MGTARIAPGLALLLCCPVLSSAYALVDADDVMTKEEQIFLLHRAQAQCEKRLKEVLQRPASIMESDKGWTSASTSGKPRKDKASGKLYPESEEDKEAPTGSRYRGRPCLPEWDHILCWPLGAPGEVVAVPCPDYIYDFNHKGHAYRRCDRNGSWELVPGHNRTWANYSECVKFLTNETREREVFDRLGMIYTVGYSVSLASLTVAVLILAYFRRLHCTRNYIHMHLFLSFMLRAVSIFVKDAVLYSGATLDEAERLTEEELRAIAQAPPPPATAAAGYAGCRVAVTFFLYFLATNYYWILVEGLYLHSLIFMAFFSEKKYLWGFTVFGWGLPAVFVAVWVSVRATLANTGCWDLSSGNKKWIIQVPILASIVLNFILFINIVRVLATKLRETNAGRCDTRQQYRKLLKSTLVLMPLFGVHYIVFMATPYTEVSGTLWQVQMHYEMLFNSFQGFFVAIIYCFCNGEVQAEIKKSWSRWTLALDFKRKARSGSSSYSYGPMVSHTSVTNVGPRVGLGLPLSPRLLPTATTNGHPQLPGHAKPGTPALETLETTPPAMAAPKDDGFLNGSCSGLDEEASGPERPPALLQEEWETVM
#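 HEK-293-derived GP2 cells expressing PTHR1 and a GloSensor cAMP reporter, 3,000/well, plated overnight, given luciferin plus IBMX (each 0.5 mM as added) for 1 h at 37 °C, then compound for 1 h at 37 °C. Luminescence was read after 15 min at room temperature.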
# Mm-Cpn inhibitor: Inhibitors of TCP-1 ring complex (TRiC) of Methanococcus maripaludis (MmCpn): qHTS | Chaperonin Mm-Cpn (Methanococcus maripaludis) | purified Mm-Cpn ATPase, ADP Transcreener TR-FRET | Potency, µM (highest dose often 76.9 µM), without a hit: at the top dose activity, negative = inhibition, hits mostly inhibitors | hit rate 0.031% among 330,000 | AID 504842, 2011; also: potency is read from the fitted curve at half-maximal effect; % is scaled to controls: 0 for no effect and ±100 for the full control effect; nearly all actives have a fitted effect of over 80% in size
#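 ATP (10 uM final) was added to archaeal chaperonin (25 nM final) after 10 min exposure to test compound at 37°C; after 30 min further incubation, ADP was detected by competitive TR-FRET.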
# D3 ag: qHTS of D3 Dopamine Receptor Agonist: qHTS; D3R DiscoveRx beta-arrestin cells, luminescence, 90 min; D(3) dopamine receptor (Homo sapiens), P35462; hit rate 0.58% among 410,000; max activation, %; AID 652048, 2013; in the data active = max activation above about 30%; also: 0% is about no effect; mostly tested at two doses, the higher about 12 µM
#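 Agonist-mode cell screen: cells plated at 1500/well and incubated overnight at 37 °C, then exposed to library compounds for 90 min at 37 °C. Detection reagent was added for 30–60 min at room temperature, and luminescence was read.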
# pAkt inh: HTS Assay for Inhibitors of Akt Phophorylation: Primary Screen. Neuro2A IGF-stimulated pAkt S473 HTRF, 20 min; hits give low values. activity change, % for hits at 50 µM. hit rate 0.32% among 360,000; in the data active = activity change below about -80%; inconclusive = mostly about -51% to -80%; also: % is scaled to controls: 0 for no effect and ±100 for the full control effect
#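 Neuro2A cells in DMEM with 0.5% FBS, overnight at 37 deg C, given compound at single 50 µM final, then IGF (6 nM final) for 20 min at 37 deg C. Lysed; phospho-Akt Ser473 by HTRF after 24 h, 665/615 ratio.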
# EPAC2 antagonist: qHTS for Antagonist of cAMP-regulated guanine nucleotide exchange factor 2 (EPAC2): primary screen; EPAC2 GEF exchange of Rap1B-BODIPY-GDP, fluorescence; AID 720708, 2013; hit rate 0.18% among 360,000; Rap guanine nucleotide exchange factor 4 (Homo sapiens), Q8WZA2; Potency, µM (doses to about 114 µM), inactives show at the highest dose activity, negative = inhibition, hits mostly inhibitors; also: potency is read from the fitted curve at half-maximal effect; % is scaled to controls: 0 for no effect and ±100 for the full control effect; nearly all actives have a fitted effect of over 45% in size; many of its hits are not listed in these tables
# EPAC2 ag: qHTS for Agonist of cAMP-regulated guanine nucleotide exchange factor 4 (EPAC2): primary screen. Rap guanine nucleotide exchange factor 4 (Homo sapiens), Q8WZA2. Potency, µM (titrated, usually from 154 µM), without a hit: top-dose activation, hits mostly activators. EPAC2 activation, biochemical qHTS; response scale: 100% = 6.5 mM cAMP response. hit rate 0.079% among 360,000. AID 720711, 2013; also: potency is read from the fitted curve at half-maximal effect; nearly all actives have a fitted effect of over 50% in size
#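 Compounds were added across a concentration range to EPAC2 (100 nM), RAP1B-BODIPY-GDP (250 nM) and GDP (50 uM). After 5 min at room temperature, fluorescence was recorded at 5-min intervals for 30 min.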
# CCT chaperon mod: High-Throughput Screening for Modulators of Cytosolic Chaperonin Activity | purified chaperonin ATPase assay, HTRF ADP detection, 30 min | activity change, % (no concentration beside the values), hits read low | hit rate 0.3% among 360,000 | AID 651819, 2012; in the data active = activity change below about -30%; also: % is scaled to controls: 0 for no effect and ±100 for the full control effect
#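 First, chaperonin was dispensed at 40 nM or 20 nM final depending on batch activity. Next, compounds were pinned at 76 uM and ATP added at 10 uM. After 30 min at 37 °C, ADP detection reagents ran 30 min at ambient temperature.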
# Active calls of the source: *; i = inactive; ? = inconclusive; . = not tested or not shown; [ ] = dose if it differs, or a comment. Unless noted, calls follow the shape of the dose curve; as a rule, active = well fitted curve in the direction sought with a large enough effect; inconclusive = small, poorly fitted or top-dose-only effect, or another doubt; inactive = no such curve, though single readings can be large; an effect the other way counts as inactive or inconclusive.
# A first look:
SMILES,D3 antag,PTHR1 agonist,Mm-Cpn inhibitor,D3 ag,pAkt inh,EPAC2 antagonist,EPAC2 ag,CCT chaperon mod
CS(=O)(=O)N(CC(=O)N1CCOCC1)c1cccc(Cl)c1,-10,i,.,-8,i,-4%,10%,1.6
Cc1ccc(-c2nc3ccccc3[nH]2)cn1,2,i,-3%,1,i,-3%,2%,-0.7
CN(c1ccccc1)S(=O)(=O)c1ccc(C(=O)N2CCN(c3ccccc3Cl)CC2)cc1,?,-11%,-4%,-5,i,-3%,-4%,-2.6
CC(OC(=O)CCC(=O)c1cccs1)C(=O)Nc1ccccc1[N+](=O)[O-] (stereo not drawn),-9,i,-3%,5,i,-10%,8%,1.8
Cc1ccc(C)c(N2CCN(C(=O)CCc3nc(-c4ccccc4)no3)CC2)c1,20,-15%,3%,24,i,-7%,18%,-8.9
Cc1ccc(NC(=O)CSCC(=O)Nc2cccc3ncccc23)cc1,18,-19%,1%,4,i,0%,2%,-15

# The whole of this part, repeating the preview:
SMILES,D3 antag,PTHR1 agonist,Mm-Cpn inhibitor,D3 ag,pAkt inh,EPAC2 antagonist,EPAC2 ag,CCT chaperon mod
CS(=O)(=O)N(CC(=O)N1CCOCC1)c1cccc(Cl)c1,-10,i,.,-8,i,-4%,10%,1.6
Cc1ccc(-c2nc3ccccc3[nH]2)cn1,2,i,-3%,1,i,-3%,2%,-0.7
CN(c1ccccc1)S(=O)(=O)c1ccc(C(=O)N2CCN(c3ccccc3Cl)CC2)cc1,?,-11%,-4%,-5,i,-3%,-4%,-2.6
CC(OC(=O)CCC(=O)c1cccs1)C(=O)Nc1ccccc1[N+](=O)[O-] (stereo not drawn),-9,i,-3%,5,i,-10%,8%,1.8
Cc1ccc(C)c(N2CCN(C(=O)CCc3nc(-c4ccccc4)no3)CC2)c1,20,-15%,3%,24,i,-7%,18%,-8.9
Cc1ccc(NC(=O)CSCC(=O)Nc2cccc3ncccc23)cc1,18,-19%,1%,4,i,0%,2%,-15
CCOC(=O)CC1CCCCN1C(=O)CCCn1nnnc1CN1CCOCC1 (stereo not drawn),-8,i,-4%,-8,i,-2%,4%,-2.4
CCOC(=O)C1=C(c2ccccc2)NC(=O)NC1c1ccsc1 (stereo not drawn),-4,-7%,-3%,1,i,0%,4%,0.7
O=S(=O)(c1cccc(-c2nnc(SCc3nc4ccccc4s3)o2)c1)N1CCOCC1,-15,i,-24%,-3,i,3%,13%,-0.2
COc1cccc(OC)c1C(=O)Nc1ccc(N2CCCCC2)cc1,-14,i,.,1,i,8%,2%,-1.1
O=C1[C@@H]2CSCN2C(=O)CN1Cc1c(F)cccc1Cl,11,i,3%,5,i,2%,3%,-1.7
O=C(COC(=O)Cn1cnc2ccccc21)Nc1ccc2c(c1)OCCO2,0,-17%[57.5 µM],-1%,2,i,5%,4%,-4.5
CC1CCN(C(=O)CSc2nnc3c(n2)[nH]c2ccc(F)cc23)CC1,-10,-17%,-2%,11,i,2%,5%,-2.7
O=C(Cc1ncc(C(F)(F)F)cc1Cl)NCc1ccco1,-2,i,0%,-7,i,-10%,5%,-2.2
COc1ccc(-c2[nH]ncc2CN2CCC(OCc3ccccc3)CC2)c(F)c1,5,i,-2%,5,i,-3%,10%,-1.0
Cc1ccc(NC(=O)Cn2ccc(=O)[nH]c2=O)cc1,1,i,0%,5,i,4%,5%,-1.1
COc1ccc(/C=N/NC(=O)c2cc(-c3cccn3C)n[nH]2)cc1OC,-12,-22%,-6%,-11,i,-5%,7%,-2.3
Cc1cccc(CN2C(=O)c3ccccc3Sc3ccc(C(=O)NCCN4CCOCC4)cc32)c1,-6,-19%,2%,-16,i,-27%,-2%,0.2
O=C(NCC(=O)N(c1ccc(F)cc1)C(C(=O)NC1CCCC1)c1ccncc1)c1ccco1 (stereo not drawn),-17,-7%,0%,-3,i,7%,6%,0.3
COCCn1c(SCC(=O)N(C)c2ccccc2)nc2c([nH]c3ccccc32)c1=O,6,i,0%,-4,i,6%,-7%,1.5
O=S(=O)(c1ccccc1)N1CCN(c2cccc(Cl)c2)CC1,0,-12%,2%,-5,i,-16%,9%,-0.3
CCCCN1C(=O)c2ccc(C(=O)Nc3c(N)n(CCCC)c(=O)n(C)c3=O)cc2C1=O,-2,i,1%,-9,i,3%,5%,-0.2
CCCCn1c(O)c(N=NC(=O)Cn2c(C(F)(F)F)nc3ccccc32)c2ccccc21,0,i,1%,-3,i,-7%,-10%,-3.7
Cc1cc(C)n(-c2nc(-c3cccc(Cl)c3)cs2)n1,2,i,-1%,-3,i,-4%,1%,0.0
Cc1ccc2oc(C(=O)N3CCCCCC3)c(C)c2c1,-18,-5%,-1%,1,i,56µM*,9%,-1.6
# Further entries
SMILES,D3 antag,PTHR1 agonist,Mm-Cpn inhibitor,D3 ag,pAkt inh,EPAC2 antagonist,EPAC2 ag,CCT chaperon mod
COc1ccc(CNCC(O)(c2ccccc2)c2ccccc2)cc1,0,i,0%,-16,i,0%,16%,-5.5
COC(=O)/C=C1\SC(N)=NC1=O,-4,-7%,1%,-3,i,3%,1%,-0.4
C=CCn1c(SCC(=O)c2c(N)n(C3CC3)c(=O)[nH]c2=O)nnc1-c1ccc(OC)cc1,-4,-20%,-3%,-7,i,3%,6%,-6.1
Cn1c(SCC(=O)O)nnc1C1CCCCC1,30,-17%[57.5 µM],-1%,0,.,2%,10%,-3.0
COc1ccc(CNC(=O)c2ccc3ccccc3n2)cc1OC,-4,i,2%,-21,i,-7%,7%,1.2
CN1[C@@H](Cc2ccccc2)COc2cc(N3CCSCC3)ccc2S1(=O)=O,-17,-19%,.,-3,i,0%,14%,-7.1
CN(C(=O)CSc1nncc2ccccc12)c1ccccc1,0,-22%,0%,-7,i,-4%,3%,-1.3
CN(c1ccccc1)S(=O)(=O)c1ccc(C(=O)NCc2ccccn2)cc1,-10,-8%,-3%,-6,i,3%,8%,-3.3
CCN(CC)C1CCN(Cc2c(C(=O)N3CCCCCCC3)nc3ccc(Cl)cn23)C1 (stereo not drawn),-2,i,1%,-7,i,0%,-1%,-3.1
CCOc1c2ccc(C(=O)NC3CCCc4ccccc43)cc2nn1C (stereo not drawn),-27,i,-4%,-25,i,-8%,-1%,0.7
CC(C)CNC(=S)N1CCC(NC(=O)C23CC4CC(CC(C4)C2)C3)CC1,4,-16%[57.5 µM],-2%,0,i,5%,-1%,0.9
COc1cc(N)c2ncccc2c1OC,-9,i,.,-14,i,1%,6%,-2.0
CCCn1c(=O)c2[nH]cnc2n(-c2ccc(Cl)cc2)c1=O,9,i,-6%,0,i,-3%,5%,-0.8
N=C(N)SCC1=CCS(=O)(=O)C1,-3,i,-4%,-3,i,8%,10%,-0.2
O=C1c2ccncc2C(=O)N1C1CCCCC1,-5,-27%[57.5 µM],0%,2,i,-4%,11%,-2.3
C=C(C)c1cccc(C(C)(C)NC(=O)NCc2ccc(OC)cc2)c1,0,i,-3%,-22,i,2%,1%,-1.5
CCCCCNCc1cccc(Br)c1,-63*,i,-5%,-31,i,7%,8%,-0.7
O=C(C[n+]1ccn(-c2ccccc2)c1)c1ccc([N+](=O)[O-])cc1,2,-15%,2%,2,i,0%,19%,-0.6
COc1ccc(NC(C)=[N+](C)CCNS(=O)(=O)c2ccc(Cl)cc2)cc1Cl,6,i,1%,11,i,3%,2%,-0.4
O=C(O)c1ccc(COc2ccc([N+](=O)[O-])cc2Cl)cc1,0,-19%,.,-5,i,5%,1%,-1.8
Cc1ccccc1N(CC(=O)NC1CCCC1)C(=O)c1oc(C(C)(C)C)cc1C,-21,?,2%,-8,i,-4%,-5%,1.8
O=C(CCSc1ccc(F)cc1)Nc1ccc(-n2cnnn2)cc1,-18,-70%[inhibitor],0%,0,i,9%,0%,3.6
COc1ccc(-c2cnc(SCCNC(=O)c3ccc4c(c3)OCO4)[nH]2)cc1,14,-1%,3%,-1,i,-2%,1%,0.5
Cc1oc2cc(O)cc(C)c2c(=O)c1-c1cnn(-c2ccccc2)c1,1,-18%,-3%,2,i,2%,-6%,-0.6
CCN(CC)c1nc(N)c2c(N)nc3c(c2c1C#N)CC(c1ccccc1)O3 (stereo not drawn),-29,-8%[57.5 µM],-12%,-38,i,-9%,9%,0.2
# The listing continues.
SMILES,D3 antag,PTHR1 agonist,Mm-Cpn inhibitor,D3 ag,pAkt inh,EPAC2 antagonist,EPAC2 ag,CCT chaperon mod
O=C(NCCCN1CCOCC1)c1cccc(S(=O)(=O)N2CCN(c3ccccc3)CC2)c1,-24,i,2%,-20,i,10%,4%,1.6
O=C1CC(N2CCN(c3ccc(Cl)c(Cl)c3)CC2)C(=O)N1 (stereo not drawn),-12,-9%[57.5 µM],0%,-6,-120%*,6%,3%,-9.5
Cc1ccc(NC(=O)c2ccnc(C(C)(C)C)c2)cc1,9,-47%[inhibitor],1%,0,i,-5%,-2%,1.2
CCc1ccc(NC(=O)CSCc2nc(N)nc(Nc3ccccc3CC)n2)cc1,-17,-5%,0%,2,i,-9%,4%,0.3
O=C(CCc1ccccc1)Nc1nc2ccc(S(=O)(=O)N3CCOCC3)cc2s1,?,i,-1%,1,i,2%,-8%,-2.2
COc1cc(C(C(=O)NC2CCCCC2)N(C(=O)c2cnccn2)c2ccccc2)cc(OC)c1OC (stereo not drawn),6,i,1%,-4,i,-5%,3%,-1.0

# An excerpt; count on the stated rates, not on these rows.
